CXXC DNA block = qHTS Fluorescence Polarization Assay for Inhibitors of MLL CXXC domain - DNA interaction | Histone-lysine N-methyltransferase 2A (Homo sapiens), Q03164 | MLL-CXXC / FITC-HOXA9 DNA fluorescence polarization | Potency, µM (titrated, usually from 115 µM), without a hit: at the highest dose activity change, negative = inhibition, actives largely listed as inhibitors | hit rate 0.037% among 290,000; active = well fitted inhibition curve with a large enough effect in the polarisation, with a control signal flat, not every such curve was filed as active; inconclusive = small, poorly fitted or top-dose-only effect, or effect the other way, or a change in a side signal; inactive = no such curve, though single readings can be large or run the other way; the % refers to the polarisation
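Fluorescence polarization: 7 uM MLL-CXXC (stock) preincubated 5 min with compounds, then 50 nM fluorescein-HOX-A9 DNA (stock) added; 30 min ambient. Buffer 50 mM Tris-HCl pH 7.5, 50 mM NaCl, 1 mM DTT, 0.05% BSA.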
NPC1 promoter act = qHTS Assay for NPC1 Promoter Activators; Huh7 NPC1 promoter luciferase reporter, 24 h; Potency, µM (doses to about 9.22 µM), for inactives: at the highest dose activation, most hits filed as activators; hit rate 2.4% among 320,000;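 note: % of control where 0% means no effect; nearly all actives have a fitted effect of over 60% in size; reporter is driven by a mutant NPC1 promoter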
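Readout is luciferase luminescence, reflecting NPC1 promoter activation in stably transfected Huh7 cells after 24 h compound exposure at 37 °C in reduced-serum medium with 10% FBS.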
FLuc counter = qHTS profiling assay for firefly luciferase inhibitor/activator using purifed enzyme and Km concentrations of substrates (counterscreen for miR-21 project); Potency, µM (titrated, usually from 57.5 µM), for the others: at the highest dose activity change, negative = inhibition, actives largely listed as inhibitors; purified FLuc, Km substrates, luminescence inhibition; hit rate 6.9% among 360,000; Luciferin 4-monooxygenase (Photinus pyralis), P08659;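 note: plate controls were vehicle for no effect and reference inhibitor for full effect; nearly all actives have a fitted effect of over 55% in size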
Target sequence (P08659 whole entry, looked up): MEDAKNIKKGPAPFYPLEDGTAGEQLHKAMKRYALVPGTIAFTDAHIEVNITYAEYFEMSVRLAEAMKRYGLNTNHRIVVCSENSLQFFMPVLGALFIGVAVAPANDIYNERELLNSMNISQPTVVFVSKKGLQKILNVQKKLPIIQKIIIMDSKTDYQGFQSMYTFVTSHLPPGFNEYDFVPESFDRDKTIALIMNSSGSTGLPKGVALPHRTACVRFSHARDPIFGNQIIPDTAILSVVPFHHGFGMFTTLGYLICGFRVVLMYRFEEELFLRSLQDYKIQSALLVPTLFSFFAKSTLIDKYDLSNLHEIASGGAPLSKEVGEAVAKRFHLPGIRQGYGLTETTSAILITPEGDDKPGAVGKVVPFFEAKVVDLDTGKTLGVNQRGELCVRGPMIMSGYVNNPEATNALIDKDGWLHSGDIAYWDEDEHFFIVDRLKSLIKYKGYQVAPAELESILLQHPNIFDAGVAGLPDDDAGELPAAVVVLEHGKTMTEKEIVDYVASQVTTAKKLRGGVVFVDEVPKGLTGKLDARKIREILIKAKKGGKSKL
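Biochemical qHTS of compounds, final roughly 60 µM downward over six points, against 10 nM purified firefly luciferase using Km concentrations of substrates (10 uM D-luciferin, 10 uM ATP) in Tris acetate pH 7.5 buffer; luminescence output.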
MBNL1-CUG inh = qHTS Assay for Inhibitors of MBNL1-poly(CUG) RNA binding; Muscleblind-like protein 1 (Homo sapiens), Q9NR56; TR-FRET MBNL1-His/biotin-(CUG)12 binding, 665/545 ratio; Potency, µM (titrated, usually from 57.5 µM), for the others: at the top dose activity change, negative = inhibition, hits mostly inhibitors; hit rate 0.036% among 280,000; active = well fitted inhibition curve with a large enough effect in the signal ratio, with a control signal flat, not every such curve was filed as active; inconclusive = small, poorly fitted or top-dose-only effect, or effect the other way, or a change in a side signal; inactive = no such curve, though single readings can be large or run the other way; the % refers to the signal ratio; note: % is set by controls: 0 for no effect and ±100 for the full control effect
Target sequence (Q9NR56 whole entry, looked up): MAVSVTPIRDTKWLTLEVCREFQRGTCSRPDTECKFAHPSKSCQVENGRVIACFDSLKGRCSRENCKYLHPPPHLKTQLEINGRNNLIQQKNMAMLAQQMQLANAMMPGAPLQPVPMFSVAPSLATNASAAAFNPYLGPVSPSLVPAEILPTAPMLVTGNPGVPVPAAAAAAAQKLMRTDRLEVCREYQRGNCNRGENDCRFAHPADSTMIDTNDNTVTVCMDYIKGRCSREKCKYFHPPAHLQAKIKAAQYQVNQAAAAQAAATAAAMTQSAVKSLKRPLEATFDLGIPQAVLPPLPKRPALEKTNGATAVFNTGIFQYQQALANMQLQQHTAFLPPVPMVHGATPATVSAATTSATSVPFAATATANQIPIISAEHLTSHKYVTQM
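MBNL1-His + Biotin-(CUG)12, cpd titration 92 nM–58 uM; Tb anti-His Ab 0.055 ng/ul, SA-XL665 5 nM (final); 60 min RT; ratiometric 665/545 nm, Ex 340 nm; normalized to buffer and full-complex controls.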
RORgamma inh = qHTS for inhibitors of ROR gamma transcriptional activity. Drosophila S2 Gal4-RORgamma UAS-luciferase reporter, 20 h. hit rate 5.4% among 310,000. AID 2551, 2010. Potency, µM (doses to about 53.6 µM), for inactives: at the highest dose activity change, negative = inhibition, usual class: inhibitors. Nuclear receptor ROR-gamma (Mus musculus), P51450; note: % is set by controls: 0 for no effect and ±100 for the full control effect; nearly all actives have a fitted effect of over 60% in size
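ROR gamma transcriptional activity was tracked as Gal4-UAS luciferase output in stably transfected Drosophila Schneider cells, with compound added 1 hr before 700 uM copper sulfate induction and a 20 hr ambient-temperature incubation.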
Rab9 promoter act = qHTS Assay for Rab9 Promoter Activators; Huh7 Rab9 promoter-luciferase reporter, luminescence, 24 h; hit rate 2.8% among 320,000; Potency, µM (top dose mostly 9.22 µM), inactives show at the top dose activation, negative = inhibition, usual class: activators; AID 485297, 2010; note: % of control where 0% means no effect; nearly all actives have a fitted effect of over 60% in size
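Huh7 cells stably carrying Rab9 promoter–luciferase reporter, plated 1500 cells/well, compound added after 2 h and incubated 24 h at 37 °C; luciferase luminescence then read after 10 min with detection reagent.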
ELG1 genotox = qHTS screen for small molecules that induce genotoxicity in human embryonic kidney (HEK293T) cells expressing luciferase-tagged ELG1; HEK293T ELG1-luciferase reporter, luminescence, 16 h; Potency, µM (highest dose often 46 µM), inactives show top-dose activity change, positive = activation, hits mostly activators; hit rate 1.3% among 330,000; note: % of control where 0% means no effect; nearly all actives have a fitted effect of over 60% in size
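Reporter readout depends on ELG1 protein level, which increases with genetic stress. After 16 hr compound exposure at 37 °C, luciferase activity was quantified using ONE-Glo.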
VP16 counter = VP16 counterscreen qHTS for inhibitors of ROR gamma transcriptional activity. AID 2546, 2010. hit rate 3.5% among 310,000. Potency, µM (top dose mostly 53.6 µM), for the others: at the top dose activity, negative = inhibition, most hits filed as inhibitors. Drosophila S2 Gal4-VP16 UAS-luciferase, luminescence, 20 h;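 note: Gal4-VP16 expression switched on by copper sulfate through the metallothionein promoter; % is set by controls: 0 for no effect and ±100 for the full control effect; nearly all actives have a fitted effect of over 50% in size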
p53 reactivation = qHTS assay for re-activators of p53 using a Luc reporter. H1299 p53-A138V BP100-luciferase reporter, luminescence, 24 h. Potency, µM (series often up to 92.2 µM), for the others: at the top dose activity change, positive = activation, hits mostly activators. hit rate 0.063% among 320,000. AID 504706, 2011; note: % of control where 0% means no effect; nearly all actives have a fitted effect of over 45% in size
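p53-null H1299 cells stably carrying temperature-sensitive p53-A138V and a BP100-luciferase reporter were pinned with compounds (4-point, 1:5 series) and held 24 hrs at 37 deg C. Luminescence was read 10 min after detection reagent.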
BRCA1 expr act = qHTS Assay to Identify Small Molecule Activators of BRCA1 Expression; AID 624202, 2012; Potency, µM (doses to about 46.1 µM), inactives show at the top dose activation, usual class: activators; MCF7-BRCA1-FFLuc reporter, luminescence, 48 h; response scale: scaled: vehicle 0%, 10 µM genistein 100%; hit rate 1.1% among 380,000; note: nearly all actives have a fitted effect of over 80% in size; some results filed as inactive show a strong effect at the top dose
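MCF7-BRCA1-FFLuc cells, 2000/well in phenol-red-free MEM, attached 2 h then treated 48 h at 37 C. Luciferase luminescence read 15 min after reagent; normalized to genistein maximum activation (10microM) and DMSO, concentration-response fitted.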
uPA generation = qHTS for Inhibitors of Cell Surface uPA Generation. cell surface uPA generation assay, qHTS. AID 540303, 2011. hit rate 0.31% among 330,000. Potency, µM (doses to about 38.3 µM), inactives show at the highest dose activity change, negative = inhibition, most hits filed as inhibitors; active = well fitted inhibition curve with a large enough effect; inconclusive = small, poorly fitted or top-dose-only effect; inactive = no such curve, though single readings can be large or run the other way; tested in mouse RAW 264.7 cells; note: % is set by controls: 0 for no effect and ±100 for the full control effect; nearly all actives have a fitted effect of over 55% in size
The depositor's hits bear a star; ? = inconclusive; / = not tested or not shown; [ ] = dose if it differs, or a comment. Unless noted, calls come from the whole dose curve; as a rule, active = well fitted curve in the direction sought with a large enough effect; inconclusive = small, poorly fitted or top-dose-only effect, or another doubt; inactive = no such curve, though single readings can be large; an effect the other way counts as inactive or inconclusive. Potency is the fitted concentration of half-maximal effect.

SMILES | CXXC DNA block | NPC1 promoter act | FLuc counter | MBNL1-CUG inh | RORgamma inh | Rab9 promoter act | ELG1 genotox | VP16 counter | p53 reactivation | BRCA1 expr act | uPA generation
Fc1ccccc1Cc1noc(CN2CCN(Cc3ccc4c(c3)OCO4)CC2)n1 | -3.1% | 0.9% | -2.3% | -8.1% | 18.0% | 1.0% | 0.6% | -1.9% | -1.7% | 0.1% | 5.4%
CCOc1ccc(NC(=O)CSc2nccn(-c3ccc4c(c3)OCCO4)c2=O)cc1 | / | -0.2% | 4.1% | / | / | -1.0% | 0.5% | / | 1.8% | -3.0% | -0.7%
CCCc1cc(=O)[nH]c(SCCc2ccccc2)n1 | -6.4% | 1.7% | -5.5% | 2.7% | -9.8% | -4.2% | 3.8% | -1.0% | 4.8% | 37.1% | 2.3%
O=C(NCCCN1CCCC1=O)c1cc(=O)c2ccccc2o1 | -5.8% | -2.5% | 3.1% | 16.5% | 15.7% | 1.1% | 1.1% | -4.9% | -2.3% | 5.7% | 10.4%
COc1ccccc1NS(=O)(=O)c1cc(NC(=O)Nc2ccccc2)ccc1N1CCCCC1 | 1.1% | 1.6% | -9.5% | -13.3% | ? | -6.8% | 3.8% | -4.2% | 11.2% | -66.2% | 3.7%
Cn1cc(C(=O)c2ccc(Cl)cc2Cl)cc1C(=O)N/N=C(\N)COc1cccc(C(F)(F)F)c1 | 22.1% | -0.9% | 2.5% | -5.0% | 2.24µM* | -1.6% | -18.9% | 2µM* | -1.6% | -79.4% | -14.3%
CCCC(=O)NC(c1ccc(Cl)cc1)c1ccc2cccnc2c1O (stereo not drawn) | -19.6% | -23.1% | -0.3% | 21.0% | 2.24µM* | -42.3%[inhibitor] | 8.8% | 2.82µM* | 6.1% | -66.6% | -9.5%
CC1C(=O)Nc2ccccc2N1C(=O)c1ccc(F)cc1 (stereo not drawn) | 4.9% | -1.8% | -1.9% | -3.6% | 21.0% | -0.8%[1.84 µM] | 2.3% | 1.1% | -1.1% | -12.7% | 13.1%
O=S(=O)(N1CCCCC1)N1CCNCC1 | 17.6% | -3.0% | -0.1% | -3.2% | 4.5% | -1.4% | 0.0% | -0.3% | -20.8% | -4.0% | 9.1%
COc1cc(OC)cc(C(=O)O/N=C(\N)c2ccccn2)c1 | -1.9% | 0.891µM* | 6.75µM* | -1.1% | -34.2% | 0.631µM* | ? | -6.3% | ? | ? | ?
CCCCOCC(O)Cn1c(C)nc2ccccc21 (stereo not drawn) | -2.9% | 0.7% | 1.2% | 7.5% | -16.5%[10 µM] | -4.8% | -9.1% | 2.6% | -2.4% | -6.4% | -1.0%
Cc1nc(C)c(C(=O)N2CCCC(C(=O)c3cc(F)ccc3F)C2)s1 (stereo not drawn) | -2.9% | -1.8% | 7.2% | -2.7% | 1.0% | -2.9% | -4.5% | 2.9% | 7.7% | -4.7% | -2.9%
COc1ccc(S(=O)(=O)Cc2ccc(C(=O)NCc3ccccc3OC)o2)cc1 | 39.0% | -4.9% | -1.6% | -6.3% | 11.3% | -12.5% | -1.3% | 18.6% | -1.9% | 1.3% | -1.0%
O/N=C1\CCCCc2ccccc21 | 11.1% | -0.5% | ? | -13.9% | ? | -2.5% | -4.8% | -0.6% | ? | 5.2% | -3.5%
O=C(Cc1ccc(-n2c(=O)[nH]c3ccsc3c2=O)cc1)N1CCN(c2ccc(Cl)cc2)CC1 | 3.9% | -7.1% | -3.7% | / | 14.6%[10 µM] | -9.0% | -9.8% | 1.6% | -4.1% | -34.1% | 18.0%
CC1(C)Cc2c(c(-c3ccccc3)nc3[nH][nH]c(=O)c23)CO1 | -10.8% | -4.9% | 3.5% | -1.4% | -11.1% | -13.3% | -6.7% | 9.9% | 5.7% | -8.3% | -5.8%
CC1CCC2(CC1)NC(=O)N(CC(=O)Nc1ccc(F)cc1)C2=O (stereo not drawn) | / | -2.2% | 1.9% | / | / | -6.1% | -0.5% | / | ? | 6.8% | -26.7%
NS(=O)(=O)c1cccc(NC(=O)Cn2nc(C(=O)O)c3ccccc3c2=O)c1 | 2.9% | ? | -0.3% | 17.8% | 12.7% | -5.4% | -0.5% | 2.9% | 10.5% | -16.9% | 4.9%
O=C(NCCc1ccc(F)cc1)C(=O)NCC1CCCN1S(=O)(=O)c1ccccc1 (stereo not drawn) | / | -27.2% | 4.7% | / | / | 0.7% | -32.7%[inhibitor] | / | -7.5% | -75.3% | -11.7%
CCc1nn2c(=O)cc(CSCC(=O)Nc3ccccc3F)nc2s1 | 20.0% | -3.4% | -3.7% | -0.5% | -17.3% | 6.2% | 0.7% | 2.7% | 5.7% | -5.1% | -0.3%
O=C(Cn1c(C(=O)O)cc2ccccc21)c1ccccc1 | -0.5% | -1.6% | -0.1% | -6.8% | 1.3% | 0.1% | -0.7% | -3.3% | 8.8% | -47.7% | -3.5%
CCCCOc1ccccc1N | 18.3% | -1.6% | 1.5% | -8.2% | -31.6% | 5.6% | 0.4% | -3.3% | -12.2% | 6.8% | 2.0%
COc1cccc(-c2nc(CS(=O)CC(=O)O)c(C)o2)c1 (stereo not drawn) | 7.3% | 1.9% | 0.4% | 3.2% | ? | -1.0% | 12.1% | ? | 8.2% | 3.6% | 5.3%
COc1ccccc1C1CC(=O)Oc2ccc(C(C)(C)C)cc21 (stereo not drawn) | / | / | / | / | 36.2% | / | 1.5% | -4.4% | 5.0% | 14.2% | 17.3%
O=C(Nc1ccccc1Sc1ccccc1)C1CCCO1 (stereo not drawn) | -2.1% | -4.9% | -1.5% | -4.5% | 6.0% | 0.3% | 25.7% | 26.4% | 9.2% | -4.0% | 14.7%
COc1ccc(CCNC(=O)[C@@H]2C[C@H]2c2ccccc2)cc1OC | 10.4% | 6.9% | 2.5% | 5.1% | 23.0% | -1.1% | 1.3% | -8.9% | -6.2% | 19.8% | -12.7%
O=C(NC1CCCCC1)C1CCN(c2nnnn2-c2ccccc2)CC1 | -12.8% | 4.3% | -0.7% | -6.3% | -12.8% | 3.6% | 0.3% | -4.3% | 2.9% | -18.0% | 0.5%
COCCCNc1nc2c(c(=O)n(Cc3ccc(Cl)cc3)c(=O)n2C)n1C | 5.0% | 0.8% | 9.3% | 0.9% | ? | -1.0% | -12.3% | -9.4% | / | -23.2% | 2.3%
CC(C)(C)C(=O)/C(=C/c1ccc(Cl)cc1)n1cncn1 | 11.9% | -26.3% | 0.5% | -6.1% | ? | -41.3%[inhibitor] | -13.0% | -20.3% | -15.2% | -85.9%[inhibitor] | ?
CCN(CC(=O)NCc1cccs1)C(=O)c1ccc(S(=O)(=O)Nc2ccccc2C)cc1 | / | -0.2% | 1.6% | / | / | -6.3% | -3.3% | / | 0.1% | -18.9% | -6.1%
CCCn1c(SCC(=O)NCc2ccccc2Cl)n[nH]c1=O | -5.4% | -1.7% | 6.0% | 4.5% | 26.1% | -2.9% | 1.1% | 0.1% | 7.5% | 2.5% | 5.2%
CCS(=O)(=O)N1CCC(C(=O)Oc2ccccc2Br)CC1 | 2.9% | -4.6% | 4.1% | 1.7% | -10.8% | -5.2% | 2.6% | -3.5% | / | 24.9% | -3.6%
O=C(COc1ccccc1F)NC1CC1 | 12.2% | -1.5% | -2.1% | 4.8% | 2.7% | 1.8% | 5.4% | 2.2% | ? | 22.8% | -2.4%
O=C(NNS(=O)(=O)c1ccccc1)c1cnn(-c2ccc(Cl)cc2)c1C(F)(F)F | -5.8% | -1.6% | 0.3% | -2.0% | 1.1% | -0.2% | -4.0% | 2.6% | -0.3% | -4.1% | -1.7%
Oc1[nH]c2ccccc2c1N=Nc1ccc(C(F)(F)F)cn1 | 6.0% | ? | ? | -1.5% | 5.6% | ? | 13.1% | 17.0% | 15.9% | 13.1% | 6.1%
O=C1SCCC1NC(=O)C(c1ccccc1)c1ccccc1 (stereo not drawn) | 0.9% | -3.1% | -0.8% | -7.1% | -8.5% | -1.4% | -5.7% | 8.2% | -4.8% | 17.3% | 4.4%

The list is partial; count on the stated rates, not on these rows.
